High-throughput results deposited in PubChem by National Center for Advancing Translational Sciences (NCATS).
POLH inh – qHTS for Inhibitors of Polymerase Eta. AID 588591, 2011. DNA polymerase eta (Homo sapiens), Q9Y253. 390,000 tested, 1.2% active. recombinant Pol eta, fluorescent DNA replication assay. Potency, µM (series often up to 114 µM), for inactives: top-dose activity change, negative = inhibition, most hits filed as inhibitors; also: potency is read from the fitted curve at half-maximal effect; % is scaled to controls: 0 for no effect and ±100 for the full control effect
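Fluorescent replication assay: 50 nM final substrate added after a 15 min room-temperature compound preincubation with 10 nM enzyme. Signal taken at 0 min and again at 10 min.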
BAZ2B inh – qHTS Assay for Inhibitors of BAZ2B. Bromodomain adjacent to zinc finger domain protein 2B (Homo sapiens), Q9UIF8. Potency, µM (titrated, usually from 114 µM), inactives show top-dose activity change, negative = inhibition, most hits filed as inhibitors. AlphaScreen BAZ2B-H3K14Ac peptide displacement. AID 504333, 2011. 360,000 tested, 4.4% active; also: potency is read from the fitted curve at half-maximal effect; % is scaled to controls: 0 for no effect and ±100 for the full control effect; nearly all actives have a fitted effect of over 60% in size
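Protein-peptide AlphaScreen: BAZ2B 50 nM, b-H3K14Ac 50 nM, 1x PBS pH 7.4 + 0.01% Tween-20. Preincubation 30 min RT; cpd 30 min RT (top 110 uM); beads 20 min RT, light-protected.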
G9a block – qHTS Assay for Inhibitors of Histone Lysine Methyltransferase G9a; Histone-lysine N-methyltransferase EHMT2 (Homo sapiens), Q96KQ7; G9a H3K9 monomethylation, AlphaScreen, 2 h; Potency, µM (series often up to 102 µM), without a hit: top-dose activity, negative = inhibition, most hits filed as inhibitors; 350,000 tested, 8.8% active; AID 504332, 2011; also: potency is read from the fitted curve at half-maximal effect; % is scaled to controls: 0 for no effect and ±100 for the full control effect; nearly all actives have a fitted effect of over 75% in size
Target sequence (Q96KQ7 913-1193 limits assumed): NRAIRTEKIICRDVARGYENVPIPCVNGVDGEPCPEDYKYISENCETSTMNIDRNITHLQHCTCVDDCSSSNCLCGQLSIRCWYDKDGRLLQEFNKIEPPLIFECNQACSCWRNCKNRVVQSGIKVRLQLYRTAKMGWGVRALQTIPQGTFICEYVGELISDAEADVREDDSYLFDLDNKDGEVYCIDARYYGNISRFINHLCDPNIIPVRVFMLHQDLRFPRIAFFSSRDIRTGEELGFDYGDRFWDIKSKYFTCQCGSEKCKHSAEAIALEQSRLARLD
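AlphaScreen detection with an anti-monomethyl H3K9 antibody quantified product after a 2 h room-temperature reaction containing 500 nM biotinylated H3K9 peptide, 20 µM SAM and 20 nM enzyme, which had been preincubated 15 min with compound.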
Pin1 inh – qHTS Assay to Find Inhibitors of Pin1. Peptidyl-prolyl cis-trans isomerase NIMA-interacting 1 (Homo sapiens), Q13526. Pin1 FP peptide displacement, HiFluor488, 10 min. Potency, µM (doses to about 115 µM), for inactives: at the highest dose activity, negative = inhibition, most hits filed as inhibitors. 390,000 tested, 0.009% active; active = well fitted inhibition curve with a large enough effect in the polarisation, with a control signal flat, not every such curve was filed as active; inconclusive = small, poorly fitted or top-dose-only effect, or effect the other way, or a change in a side signal; inactive = no such curve, though single readings can be large or run the other way; the % refers to the polarisation; also: potency is read from the fitted curve at half-maximal effect; % is scaled to controls: 0 for no effect and ±100 for the full control effect
Target sequence (Q13526 whole entry, looked up): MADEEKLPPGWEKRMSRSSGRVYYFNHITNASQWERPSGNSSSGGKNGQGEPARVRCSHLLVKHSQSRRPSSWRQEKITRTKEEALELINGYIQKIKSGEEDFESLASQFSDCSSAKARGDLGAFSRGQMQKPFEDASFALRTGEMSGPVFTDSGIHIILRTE
JMJD2A Tudor – qHTS Assay for Inhibitors of JMJD2A-Tudor Domain; Lysine-specific demethylase 4A (Homo sapiens), O75164; AlphaScreen JMJD2A-Tudor / H3K4me3 peptide binding; Potency, µM (doses to about 114 µM), inactives show at the highest dose activity change, negative = inhibition, actives largely listed as inhibitors; 390,000 tested, 4.4% active; AID 504339, 2011; also: potency is read from the fitted curve at half-maximal effect; % is scaled to controls: 0 for no effect and ±100 for the full control effect; nearly all actives have a fitted effect of over 50% in size
HP1b chromo inh – HTS for Inhibitors of HP1-beta Chromodomain Interactions with Methylated Histone Tails | AID 540317, 2011 | AlphaScreen HP1-beta / biotin-H3K9me3 peptide binding | Potency, µM (doses to about 114 µM), without a hit: at the highest dose activity change, negative = inhibition, most hits filed as inhibitors | 390,000 tested, 0.56% active | Chromobox protein homolog 1 (Homo sapiens), P83916; also: potency is read from the fitted curve at half-maximal effect; nearly all actives have a fitted effect of over 70% in size; inactives centre near 23
Target sequence (P83916 whole entry, looked up): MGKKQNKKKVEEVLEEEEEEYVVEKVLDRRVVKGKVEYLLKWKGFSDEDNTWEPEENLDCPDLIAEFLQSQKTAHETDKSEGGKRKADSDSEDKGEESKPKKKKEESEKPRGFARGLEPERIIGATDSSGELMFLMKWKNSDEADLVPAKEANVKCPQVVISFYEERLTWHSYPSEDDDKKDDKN
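HP1-beta protein (50 nM final) preincubated 30 min at room temperature with biotinylated H3(1-18)K9me3 peptide (50 nM) in PBS pH 7.4, 0.01% Tween-20, then compound added for 30 min. AlphaScreen streptavidin donor/nickel chelate acceptor beads (10 ug/mL final), 30 min dark, luminescence read.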
GLS inhibitor – qHTS for Inhibitors of Glutaminase (GLS) | Glutaminase kidney isoform, mitochondrial (Homo sapiens), O94925 | GLS enzymatic activity, qHTS titration | Potency, µM (series often up to 45.5 µM), for the others: top-dose activity change, negative = inhibition, hits mostly inhibitors | 410,000 tested, 0.21% active | AID 624170, 2012; also: potency is read from the fitted curve at half-maximal effect; % is scaled to controls: 0 for no effect and ±100 for the full control effect
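Coupled fluorescence readout: glutamate oxidase/HRP/Amplex Red detect glutamate formed by hKGA from L-glutamine (1 mM solution added). Buffer 45 mM KH2PO4 pH 8.2, 0.02% Tween-20; reads at t0 and 30 min RT.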
PGK inhibitor – qHTS Assay to Find Inhibitors of Phosphoglycerate Kinase; Phosphoglycerate kinase, glycosomal (Trypanosoma brucei brucei), P07378; PGK/GAPDH coupled, Kinase-Glo luminescence, 60 min; Potency, µM (titrated, usually from 57.5 µM), for the others: at the highest dose activity change, negative = inhibition, usual class: inhibitors; 380,000 tested, 0.043% active; AID 602233, 2012; also: potency is read from the fitted curve at half-maximal effect; % is scaled to controls: 0 for no effect and ±100 for the full control effect; nearly all actives have a fitted effect of over 60% in size
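Recombinant glycosomal PGK reaction used 1,3-bisphosphoglycerate generated in-well by GAPDH (100nM final) in 100mM TEA pH 7.6, 5mM MgCl2, 0.01% Tween-20. After 60 minutes at room temperature, ATP was read by Kinase-Glo Plus luminescence end-point.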
PI4K2A inh – qHTS for small molecular inhibitors of PI4K2A. purified PI4K2A, ADP-Glo luminescence, 1 h; stronger effect = lower value. activity change, negative = inhibition, % at 76.9 µM. 420,000 tested, 0.13% active; in the data active = activity change below about -50%; inconclusive = mostly about -30% to -49%;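 also: -100% = wells without enzyme as full effect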
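In this quantitative HTS, ADP production by PI4K2A was quantified luminescently after 1 h at ambient temperature; 100 microM adenosine served as plate-quality control.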
* = called active by the depositor; i = inactive; ? = inconclusive; / = no result given; & = joins results of further samples; [ ] = another dose, or the depositor's remark. Unless noted, calls follow the shape of the dose curve; as a rule, active = well fitted curve in the direction sought with a large enough effect; inconclusive = small, poorly fitted or top-dose-only effect, or another doubt; inactive = no such curve, though single readings can be large; an effect the other way counts as inactive or inconclusive.

SMILES	POLH inh	BAZ2B inh	G9a block	Pin1 inh	JMJD2A Tudor	HP1b chromo inh	GLS inhibitor	PGK inhibitor	PI4K2A inh
CCc1ccc(NC(=O)c2sc3nc(C)c(C(=O)Nc4ccc(C)cc4C)c(-c4ccco4)c3c2N)cc1	-1%	-13%	12%[59 µM]	?	-19%	2%	12%	i	2
COc1c(Cl)cc(Cl)cc1/C=C/C(=O)c1ccc(NC(=O)c2cccs2)cc1	-3%	-36%	15%[59 µM]	3%	-35%	-6%	9%	-7%	17
CC(C)CNC(=S)N1CCN(C(c2ccccc2)c2ccccc2)CC1	-12%	-11%	5%	-2%	-18%	23%	14%	20%	1
CCc1ccccc1NC(=O)c1ccc(Cn2cc([N+](=O)[O-])cn2)cc1	-16%	-8%	-10%	-4%	-6%	25%	-10%	-2%	-4
CCN(CC(=O)Nc1c(F)cccc1F)C(=O)c1ccc(-c2ccc(C(C)=O)cc2)o1	-6%	-5%	?	-2%	-21%	21%	0%	i	5
CNC(=O)NC(=O)CSc1cccc(C(F)(F)F)c1	3%	11%	9%[59 µM]	-6%	-1%	10%	-2%	0%	-2
CCOC(=O)C1CCN(Cc2c(O)c3ccccc3oc2=O)CC1	7%	21%	-6%	2%	-6%	29%	6%	11%	0
CN(Cc1ccccc1)C(=O)CSc1nnc(-c2ccco2)n1-c1ccccc1	-17%	/	?	1%	-24%	20%	6%	-3%	-2
O=C(COc1ccccc1)OCc1cc(=O)n2nc(C3CC3)sc2n1	-10%	-15%	16%[59 µM]	2%	-2%	38%	?	-1%	3
COc1ccccc1C(=O)COC(=O)c1cnc(C)cn1	-2%	11%	5%[12.7 µM]	2%	-3%	18%	-12%	-5%	0
Cc1ccc(Cc2c(C)nc3nc(SCC(=O)NCCN4CCOCC4)nn3c2C)cc1	-8%	-1%	-15%[59 µM]	-4%	-14%	21%	9%	-1%	-1
COC(=O)c1cc(S(=O)(=O)Nc2c(C)cccc2C)cn1C	-12%	-4%	/	-12%	-17%	39%[activator]	6%	-5%	-9
COC(=O)C1=C(C)NC(=O)/C1=C\c1cc(C)n(-c2ccccc2C)c1C	-2%	45µM*	45µM*	-1%	45µM*	-68%	13%	-5%	0
Cc1c(N2C(=O)C(=O)/C(=C(/O)c3ccccc3)C2c2ccc(F)cc2)c(=O)n(-c2ccccc2)n1C (centres undefined)	-4%	9%	?	-6%	-6%	35%	-4%	-7%	4
Cc1cc(C)c(NC(=O)Cn2c(=O)n(-c3ccc(F)cc3)c(=O)c3c(C)c(C(=O)N(C)C)sc32)c(C)c1	-9%	-16%	0%[59 µM]	-2%	-11%	22%	-9%	i	-1
COc1ccc(CN(C)CC(O)COc2ccc(-c3ccccc3)cc2)cc1OC (centres undefined)	-12%	79µM*	40µM*	-11%	35µM*	50µM*	17%	-6%	-13
COc1ccc(C(=O)NCc2ccc3c(c2)CCO3)cc1	-9%	-10%	/	-6%	-14%	40%[activator]	-13%	-4%	5
NC(=O)c1c(NC(=O)C2CCCO2)sc2c1CCCCC2 (centres undefined)	?	-30%	3.5µM*	-15%	?	?	4%	-7%	0
COCC(C)NS(=O)(=O)c1ccc(OC)cc1 (centres undefined)	-2%	7%	19%	16%	-8%	22%	-17%	-7%	0
COCCNC(=O)CSc1nnc(NC(=O)Nc2ccc(C)cc2)s1	1%	0%	-8%[59 µM]	-14%	-20%	31%	6%	-4%	-4
Cc1ccc(Nc2c3c(nc4nc(-c5cccs5)nn24)CCCC3)cc1F	-21%	?	4%[59 µM]	17%	-34%	7%[57 µM]	7%	7%	2
COC(=O)n1c(=O)oc2cc(S(=O)(=O)N3CCOCC3)ccc21	-13%	1%	-9%[59 µM]	0%	-13%	11%	-7%	5%	2
Cc1ccccc1NC(=O)COC(=O)COc1ccc2c(c1)CCC2	-20%	10%	-3%	-1%	-13%	18%	7%	-6%	0
CC(=O)c1ccc(OCC(O)CN2CCc3ccccc3C2)cc1 (centres undefined)	-5%	-3%	3%	-2%	-14%	-23%	15%	i	1
O=C(CNS(=O)(=O)c1ccccc1)NCC(=O)OCc1ccccc1F	-14%	3%	11%[59 µM]	0%	-7%	37%	6%	9%	1
O=C(Nc1cc(SCC(O)CO)cc([N+](=O)[O-])c1)c1ccc(-n2cnnn2)cc1 (centres undefined)	-16%	-24%	3%	?	?	6%	-7%	-10%	-9
Cc1ccc(-c2nnc(SCC(=O)NC3CCCC3)n2N)cc1	-16%	/	/	1%	-12%	24%	-9%	i	2
O=C(NNC(=O)C1CCCN(c2ncccn2)C1)c1ccc(F)cc1 (centres undefined)	6%	-30%	70%[activator][59 µM]	-6%	-7%	17%	-16%	-4%	1
COc1ccc(/C=C/C(=O)NCC(=O)N/N=C(/C)c2ccco2)cc1	9%	-26%	28%	8%	-5%	45%[activator]	0%	1%	-1
CN(c1ccccc1)P(=O)(N(C)c1ccccc1)N(C)c1ccccc1	-13%	-19%	12%	-5%	-13%	15%	-4%	-2%	-1

Some of these compounds in order of length of the SMILES, lowest first:
SMILES	POLH inh	BAZ2B inh	G9a block	Pin1 inh	JMJD2A Tudor	HP1b chromo inh	GLS inhibitor	PGK inhibitor	PI4K2A inh
COCC(C)NS(=O)(=O)c1ccc(OC)cc1 (centres undefined)	-2%	7%	19%	16%	-8%	22%	-17%	-7%	0
COc1ccc(C(=O)NCc2ccc3c(c2)CCO3)cc1	-9%	-10%	/	-6%	-14%	40%[activator]	-13%	-4%	5
CC(=O)c1ccc(OCC(O)CN2CCc3ccccc3C2)cc1 (centres undefined)	-5%	-3%	3%	-2%	-14%	-23%	15%	i	1
Cc1ccccc1NC(=O)COC(=O)COc1ccc2c(c1)CCC2	-20%	10%	-3%	-1%	-13%	18%	7%	-6%	0
Cc1ccc(Nc2c3c(nc4nc(-c5cccs5)nn24)CCCC3)cc1F	-21%	?	4%[59 µM]	17%	-34%	7%[57 µM]	7%	7%	2
COc1ccc(/C=C/C(=O)NCC(=O)N/N=C(/C)c2ccco2)cc1	9%	-26%	28%	8%	-5%	45%[activator]	0%	1%	-1
O=C(Nc1cc(SCC(O)CO)cc([N+](=O)[O-])c1)c1ccc(-n2cnnn2)cc1 (centres undefined)	-16%	-24%	3%	?	?	6%	-7%	-10%	-9

(cont.)
SMILES	POLH inh	BAZ2B inh	G9a block	Pin1 inh	JMJD2A Tudor	HP1b chromo inh	GLS inhibitor	PGK inhibitor	PI4K2A inh
CC(C)CN(C(=O)c1ccc(-n2cncn2)c([N+](=O)[O-])c1)C1CCS(=O)(=O)C1 (centres undefined)	-20%	8%	?	-1%	-4%	33%	9%	-8%	4
COCCCNC(=O)COc1ccc(Br)cc1Cl	-8%	-5%	20%[59 µM]	4%	-6%	27%	1%	-5%	-2
Fc1ccc(C(c2nnnn2Cc2ccccc2)N2CCSCC2)cc1 (centres undefined)	-15%	-4%	-5%	3%	-15%	31%	11%	4%	-4
O=C(CNS(=O)(=O)c1cccs1)N1CCN(c2cccc(C(F)(F)F)c2)CC1	-14%	2%	-5%[59 µM]	74%[activator]	-8%	29%[57 µM]	-4%	-3%	3
O=C(O)CCCCC1CCSS1 (centres undefined)	0%	1µM*	1.8µM*	-1%	-21%	18%	5%&-26%	-7%	-2&-3
COc1ccc(-c2ccc(SCC(=O)NC3CCCCC3)nn2)cc1	5%	-10%	27%	10%	-6%	33%[57 µM]	-5%	-4%	1
CCOC(=O)C1=C(C)N(C)C(=O)NC1c1c(C)nn(-c2ccc(C)cc2)c1Cl (centres undefined)	-17%	-10%	7%[59 µM]	9%	-23%	9%	9%	6%	7
S=C1NCCOCCOCCOCCN1	-19%	-1%	-59%	-1%	2%	29%	-6%	-4%	1
NC(=O)C1CCN(CC(=O)Nc2cccc(C(=O)Nc3cccc(C(F)(F)F)c3)c2)CC1	-4%	11%	-15%	-4%	-8%	21%	11%	2%	-8
CCc1cc(=O)oc2cc(OC(C)=O)cc(OC(C)=O)c12	-1%	-4%	?	2%	-3%	19%	18%	-3%	-2
Cc1ccccc1NC(=O)CN(C)S(=O)(=O)c1ccc2c(c1)n(C)c(=O)c(=O)n2C	-3%	-2%	17%[0.0925 µM]	-15%	-8%	33%[activator]	7%	3%	-2

Only part of the results is shown; rates above refer to the full screens.
